# Screening results from PubChem BioAssay.
# Growth percent in the NCI-60 one-dose screen (48 h, 10 µM unless noted): 100 = growth as untreated, 0 = no growth, -100 = all killed.
# UO-31 = UO-31 renal cancer; actives 5.2% (n = 81,000); AID 1794768
# IGROV1 = IGROV1 ovarian cancer; actives 4.7% (n = 79,000); AID 1794786
# SK-OV-3 = SK-OV-3 ovarian cancer cells | actives 3.2% (n = 80,000) | AID 1794785
# ACHN = ACHN renal cancer; actives 4.9% (n = 81,000)
# SN12C = SN12C renal cancer cells; actives 3.8% (n = 81,000); AID 1794767
# RXF 393 = RXF 393 renal cancer cells; actives 6.9% (n = 77,000); AID 1794773
# 786-0 = 786-0 renal cancer cells; actives 5.1% (n = 81,000); AID 1794775
# TK-10 = TK-10 renal cancer cells; actives 3.9% (n = 81,000); AID 1794769
# * marks the source's active call; other numbers are inactive results; . = no result given; & = joins results of further samples; [ ] = dose if it differs, or a comment. How the source made its calls: active means growth percent below 10; inactive means the rest.
Structure,UO-31,IGROV1,SK-OV-3,ACHN,SN12C,RXF 393,786-0,TK-10
C[C@@H]1[C@H]2[C@H](C=C3[C@@H]4CC[C@H]5Cc6nc7c(nc6C[C@]5(C)[C@H]4C[C@@H](O)[C@@]32C)C[C@@H]2CC[C@H]3C4=C[C@@H]5O[C@@]6(CC[C@](C)(CO)O6)[C@@H](C)[C@@]5(O)[C@@]4(C)[C@H](O)C[C@@H]3[C@@]2(C)C7)O[C@]12CCC(C)(C)O2,-6.3*,39,9.5*,42,68,-44*,-25*,.
CC(=O)n1nc(C(=O)OC(C)C(C)(C)C)c2ccccc21 (centres undefined),86,94,92,90,87,90,94,101
O=c1c(OCc2ccccc2)cccn1Cc1ccccc1,81,110,106,98,98,100,95,101
O=C(/C=C/c1cccc(B(O)O)c1)c1cccc(B(O)O)c1,-83*,27,3.2*,0.0*,-3.8*,-87*,-89*,-12*
CCOC(=O)C(C(=O)c1ccccc1)C(c1ccccc1)c1nccc2ccccc12 (centres undefined),52,102,96,95,81,76,98,99
c1ccc(C2=Nc3ccccc3SC2)cc1,68,89,110,95,107,129,117,105
CCOC(=O)c1sc(N)nc1C(F)(F)F,70,104,95,93,102,111,102,101
COc1ccc(NC(=O)COc2ccccc2C2c3sc(=O)[nH]c3SC3C4CC(C5C(=O)N(C(C)C(=O)O)C(=O)C45)C23)cc1 (centres undefined),82,102,105,96,96,118,109,116
COc1ccc2[nH]c(O)c(N=NC(=O)c3cc(-c4ccc(OC)c(OC)c4)nc4ccccc34)c2c1,86,104,97,101,97,96,115,100
COC(=O)c1cc2ccccc2c2ccccc12,91,93,91,106,100,113,111,85
O=C(O)c1ccc(-n2cc(/C=N/Nc3ccc(Cl)cc3)c(-c3ccc(F)c(F)c3)n2)cc1,46,79,100,.,93,108,67,94
COc1ccc2[nH]cc(-c3noc(C(=O)c4cn(C)c5ccc(Br)cc45)n3)c2c1,71,97,82,97,104,117,100,101
COc1ccc(C(O)c2cc3c(N)c(C(=O)Nc4cccc(Br)c4)sc3nc2C)cc1 (centres undefined),23,11,18,20,12,28,15,63
COc1cc(CCC(C)=O)ccc1O,91,104,113,103,90,.,105,94
COc1ncnc2c1ncn2C/C(Br)=C(\Br)CCl,-57*,12,148,15,11,70,7.8*,51
CSc1nc2nc3c(c(-c4ccc(Cl)cc4)c2c(=O)[nH]1)CN(C)C/C3=C\c1ccc(Cl)cc1,87,98,118,105,102,104,108,.
O=c1[nH]c2ccc(Cl)cc2cc1CSc1nccc(-c2ccc3ccccc3c2)n1,85,99,103,101,.,79,91,98
N=C(N)N=Nc1ccc(NN=C(N)N)cc1,54,100,24,88,89,82,99,103
COc1ccc(Cc2nn(CC(=O)N/N=C/c3ccc(C(F)(F)F)cc3)c(=O)c3c(C)noc23)cc1,85,98,95,106,98,.,92,100
O=C1SC2=Nc3c(sc4ccc(Cl)cc34)C(c3ccc4ccccc4c3)N2C1=O (centres undefined),57,74,90,85,87,96,97,129
CCN1c2ccccc2SC1CC1=C(O)C(CC2Sc3ccccc3N2CC)=C1O (centres undefined),.,107,111,99,96,118,104,125
Cn1c(=O)c(C#N)c(-c2ccccc2)n2c(=S)[nH]nc12,84,63,114,95,113,92,99,115
COC(=O)[C@]1(C)CCC[C@]2(C)[C@H]3C[C@H]4C(C(C)C)=C[C@]3(CC[C@H]21)[C@@H]1C(=O)N(N2CSCCSC2)C(=O)[C@@H]14,85,87,83,56,91,93,39,71
O=S(=O)(O)CCc1ccccn1,78,106,103,111,103,110,102,113

# Entries of single compounds as entered above.
# Results for N=C(N)N=Nc1ccc(NN=C(N)N)cc1 → UO-31: 54; IGROV1: 100; SK-OV-3: 24; ACHN: 88; SN12C: 89; RXF 393: 82; 786-0: 99; TK-10: 103
# Results for COC(=O)[C@]1(C)CCC[C@]2(C)[C@H]3C[C@H]4C(C(C)C)=C[C@]3(CC[C@H]21)[C@@H]1C(=O)N(N2CSCCSC2)C(=O)[C@@H]14 → UO-31: 85; IGROV1: 87; SK-OV-3: 83; ACHN: 56; SN12C: 91; RXF 393: 93; 786-0: 39; TK-10: 71

# New compounds follow:
Structure,UO-31,IGROV1,SK-OV-3,ACHN,SN12C,RXF 393,786-0,TK-10
Cc1cc(N(CCCNc2ccnc3cc(Cl)ccc23)Cc2ccco2)nc(N2CCN(C)CC2)n1,48,38,98,19,50,36,59,117
Cc1nc(N)nc(SCc2ccccc2)c1Br,55,83,84,.,92,90,89,112
N[C@H]1CN(C(=O)c2cc3cc(Br)c(F)c(F)c3[nH]2)C[C@@H]1O,67,85,100,102,96,103,86,107
O=C1Nc2nc(=O)nc3[nH]c(=O)nc(n23)N1,87,103,103,97,101,102,101,113
CCc1ccc(C2=NN(c3ccc(S(N)(=O)=O)cc3)C(c3ccccc3)C2)cc1 (centres undefined),80,101,99,103,96,112,101,108
CSc1nc(=S)cc(C(=O)O)[nH]1,97,108,97,.,106,104,102,93
O=c1c2ccccc2ncn1-c1ccc(Cl)cc1,92,100,108,110,101,116,101,124
Nc1nc(Sc2ccccc2)c2c(n1)C(=O)NCC2,69,112,109,88,81,107,78,83
BrC1[C@H](c2c[nH]c3ccccc23)c2c([nH]c3ccccc23)[C@H]1c1c[nH]c2ccccc12 (some centres undefined),74,62,85,77,85,76,89,100
Cc1cnc(SCc2ccc(Cl)cc2)nc1Nc1ccc(Cl)cc1Cl,78,94,81,106,100,113,98,102
N#C/C(=C\c1ccc(F)cc1)C(=O)O,96,113,102,110,108,101,103,98
O=C(Nc1ccccc1F)Oc1cccc(OC(=O)Nc2ccccc2F)c1,108,.,92,91,102,147,154,145
Cc1nnc(NS(=O)(=O)c2ccc(N3C(N)=NC(N)=NC34CCCC4)cc2)s1,88,101,107,98,100,115,103,96
O=C(Nc1cccc2c1C(=O)c1cccc(Nc3cccc4c3C(=O)c3cccc(NC(=O)c5ccccc5)c3C4=O)c1C2=O)c1ccccc1,86,76,101,104,.,120,117,108
CCCCOc1ccc(C(=O)CCN2CCCCC2)cc1,93&77,113&104,94&104,98&95,96&98,108,99&99,94
O=[N+]([O-])c1ccc2c(N=Nc3ccc4ccccc4c3O)c(O)cc(S(=O)(=O)O)c2c1,63,62,90,79,99,97,106,92
CC1CCc2c(sc3nc(SCC(=O)N/N=C/c4ccc(O)cc4)n(-c4ccccc4)c(=O)c23)C1 (centres undefined),93,93,99,96,97,11,99,109
O=[N+]([O-])c1ccccc1C(=Nc1ccccc1)c1c(O)cc(O)cc1O,80,109,115,105,96,101,110,123
Cc1ccc(NC(=S)NC(=O)c2ccccc2)cc1NC(=S)NC(=O)c1ccccc1,57,57,81,70,69,38,67,50
Cc1cc(/C=C2\SC(=S)NC2=O)cc(C)c1O,61,57,83,86,84,96,88,85
COc1cccc(-c2nc3sccn3c2/C=C/C(=O)c2ccc(C(F)(F)F)cc2)c1,56,93,77,95,77,68,82,90
CCCn1cnc2c(c1=N)C(c1ccc(Cl)cc1)c1sc3c(CC)cccc3c1O2 (centres undefined),32,18,30,35,28,-23*,30,61
O=C1C(c2c[nH]c3ccc(Br)cc23)=C(c2coc3ccc(F)cc23)C(=O)N1O,64,73,86,86,113,107,95,169
CC(C)=CCC(/C=N/N=C(N)N)C(C)C (centres undefined),71,81,105,81,86,84,85,94
COc1ccc(-n2cnc3c2NC(=O)CC3c2ccc3c(c2)OCO3)cc1 (centres undefined),92,108,90,107,100,93,106,.
COc1cccc(-c2nn(-c3ccccc3)cc2-c2ccnc(NCCCO)c2)c1,49,59,45,56,34,48,49,63
COc1cc2oc(-c3cccc(C(=O)Nc4ccc(Cl)cc4)c3)cc(=O)c2c(OCCN)c1OC,-81*,-74*,-85*,-92*,-91*,-85*,-81*,-91*
C[C@@]1(CO)C[C@@H](O)C[C@]2(C)[C@@H]1CC[C@@]13C[C@@H]4[C@@H](C[C@H]12)[C@]4(C)C3,84,102,.,101,96,117,106,97
CC(C)(C)c1nn(-c2ccccc2)c2c1CC1(CN2Cc2ccc(Cl)cc2)C(=O)c2ccccc2C1=O,100,.,93,99,86,95,87,99
CC(=O)CC(C)(C)NNC(N)=S,82,110,110,100,97,114,104,103
N#Cc1ccc(/C=N/N=C2\C(=O)Nc3ccc(Br)cc32)cc1,85,104,104,99,102,.,98,132
Cc1cc(O)c(C2=NN(c3ccc(S(N)(=O)=O)cc3)C(c3ccc(Cl)cc3)C2)c(C)c1Cl (centres undefined),67,21,82,59,36,48,43,80
Oc1ccc(-c2nnc3c4cc[nH]c4ncn23)cc1,77,93,115,86,92,105,92,72
CC1(C)OC(=O)C(=Cc2cccc(F)c2)C(=O)O1,91,105,103,112,95,98,102,103
COc1ccc(C2(C=O)NC(=O)NC2=O)cc1 (centres undefined),.,110,104,114,99,108,100,97
Cc1cc(C)nc(SCC(=O)Nc2cccc(N=Cc3ccccc3O)c2)n1,77,108,95,99,96,101,103,106
CCCCC(O)(CC(=O)OCC)c1ccccc1 (centres undefined),102,102,98,104,105,108,100,93
O=C1C2C3C=CC(C3)C2C(=O)N1O (centres undefined),92&86,122&101,105&105,113&90,103&98,103&102,104&104,103&109
O=[N+]([O-])c1ccc(Oc2ccccc2-c2ccccc2)c([N+](=O)[O-])c1,72,99,107,86,92,101,95,96
CCCS(=O)(=O)Nc1ccc(OCc2nnc(-c3ccc(OC)cc3)o2)c(F)c1,82,101,97,95,94,.,94,93
CCOC(=O)C(CNc1ccc(OCc2ccccc2)cc1)NC(=O)c1ccccc1 (centres undefined),78,114,113,98,93,116,105,115
CN1CCc2cc3c(c4c2C1(C)C(=O)c1ccccc1-4)OCO3 (centres undefined),98,112,111,107,102,104,106,103
COc1cccc(-c2nn(-c3ccccc3)cc2-c2ccnc(NCCCNC(=O)c3cccc(C(F)(F)F)c3)c2)c1,11,59,28,32,46,36,30,27
Nc1ccc(N=Nc2ccccc2)cc1[N+](=O)[O-],46,63,98,90,85,104,107,83
O=C(O)c1cn(C2CC2)c2cc(N3CCN(Cn4nc(-c5ccncc5)oc4=S)CC3)c(F)cc2c1=O,79,105,.,106,98,111,97,107
NNc1ncnc2cccc(Cl)c12,89,102,94,96,88,103,105,100
CC(C)Cc1ccc(-c2ccc(=O)n(-c3ccc(S(N)(=O)=O)cc3)n2)cc1,74,97,119,88,95,92,102,113
CCOC(=O)C1=C(C)NC(=O)NC1CCc1ccccc1 (centres undefined),85,99,113,104,98,102,98,87

# Reprinted from the part before: five compounds, then new ones.
Structure,UO-31,IGROV1,SK-OV-3,ACHN,SN12C,RXF 393,786-0,TK-10
Nc1ccc(N=Nc2ccccc2)cc1[N+](=O)[O-],46,63,98,90,85,104,107,83
O=C(O)c1cn(C2CC2)c2cc(N3CCN(Cn4nc(-c5ccncc5)oc4=S)CC3)c(F)cc2c1=O,79,105,.,106,98,111,97,107
NNc1ncnc2cccc(Cl)c12,89,102,94,96,88,103,105,100
CC(C)Cc1ccc(-c2ccc(=O)n(-c3ccc(S(N)(=O)=O)cc3)n2)cc1,74,97,119,88,95,92,102,113
CCOC(=O)C1=C(C)NC(=O)NC1CCc1ccccc1 (centres undefined),85,99,113,104,98,102,98,87
CSc1nc2c(c(=O)n1C)C1(C(=O)N(Cc3ccccc3)c3ccccc31)c1c(nc(SC)n(C)c1=O)N2,74,98,.,77,95,88,113,113
CCOC(=O)CNC(=O)CN(Cc1ccccc1)C(=O)[C@@]1(C)CCC[C@]2(C)[C@H]3C[C@H]4C(C(C)C)=C[C@]3(CC[C@H]21)[C@@H]1C(=O)OC(=O)[C@@H]14,66,42,89,57,69,.,85,90
C/C=C/C1OCC(CC)C(CCC)O1 (centres undefined),81,104,108,110,99,124,111,101
c1coc(-c2c3ccc(=[N+]4CCCCC4)cc-3oc3cc(N4CCCCC4)ccc23)c1,-85*,-68*,-95*,-96*,-75*,-94*,-93*,-93*
CCCNC(=S)/N=C\c1c(O)c2ccccc2oc1=O,93,108,95,88,96,107,92,98
COc1cccc(C(=O)Nc2ccc(-c3cc(=O)c4c(OC)c(OC)c(OC)cc4o3)cc2)c1,73,122,127,92,92,104,98,93
COC(=O)N1CCc2cc(OC)c(OC)cc2C1CC1(O)CCCCC1 (centres undefined),70[100 µM],83[100 µM],103[100 µM],89[100 µM],88[100 µM],92[100 µM],85[100 µM],91[100 µM]
Cc1cc(=O)oc2cc(OC(=O)N(C(C)C)C(C)C)ccc12,82,97,99,97,94,111,105,104
CC12CCCC(=O)N1c1ccccc1-c1nnnn12 (centres undefined),59,89,92,88,94,113,104,128
C=C(C)[C@@H]1CC[C@]2(COS(C)(=O)=O)CC[C@]3(C)[C@H](CC[C@@H]4[C@@]5(C)CCCNC(C)(C)[C@@H]5CC[C@]43C)[C@@H]12,82,78,107,99,76,85,91,107
CCOC(=O)c1ncn2c1CN(C)C(=O)c1cc(F)ccc1-2,91,114,117,101,103,101,98,106
O=c1c(-c2nc3ccccc3[nH]2)cc2ccccc2n1Cc1cn(Cc2ccc([N+](=O)[O-])cc2)nn1,93,82,.,84,60,79,93,116
O=C(/C=C/c1ccccc1)CC(=O)c1ccccc1,99,118,100,102,97,119,95,102
CC[C@H](c1ccc(O)c(O)c1)[C@@H](CC)c1ccc(O)c(F)c1,105,116,145,109,.,125,99,114
CCCCn1c(=O)[nH]c(N)c(C(c2ccc(Cl)cc2)c2c(N)[nH]c(=O)n(CCCC)c2=O)c1=O,95,46,57,67,.,19,41,51
